# AmpC inh no detg: inhibitors of E. coli AmpC beta-lactamase without detergent; 0.52% of 330,000 active; AmpC nitrocefin hydrolysis, absorbance 480 nm, 0.0001% Triton; Potency, µM (doses to about 57.1 µM), for inactives: at the highest dose activity change, negative = inhibition, usual class: inhibitors; P00811; AID 485341;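 further: potency means the concentration at half of the fitted maximal effect; plate controls were no compound for no effect and no enzyme for full effect; nearly all actives have a fitted effect of over 20% in size; some results filed as inactive show a strong effect at the top dose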
# Target sequence (P00811 whole entry, looked up): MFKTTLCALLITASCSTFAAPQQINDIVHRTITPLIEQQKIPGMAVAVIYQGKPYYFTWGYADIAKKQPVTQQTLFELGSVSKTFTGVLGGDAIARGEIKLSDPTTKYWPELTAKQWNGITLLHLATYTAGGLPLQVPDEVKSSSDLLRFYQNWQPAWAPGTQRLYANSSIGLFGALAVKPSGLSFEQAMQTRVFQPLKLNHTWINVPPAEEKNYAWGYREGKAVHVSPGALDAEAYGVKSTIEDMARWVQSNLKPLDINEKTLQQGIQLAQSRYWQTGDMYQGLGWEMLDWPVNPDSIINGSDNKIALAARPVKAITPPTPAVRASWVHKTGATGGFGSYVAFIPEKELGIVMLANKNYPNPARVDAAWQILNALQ
#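 20 mM phosphate pH 7.0 + 0.01% (detergent screen) or 0.0001% Triton X-100; 5.3 nM AmpC reagent; cpd preinc 15 min RT; nitrocefin (800 uM stock) to start; A480 q20 s × 4 min; Activity was normalised to no-enzyme and no-compound control wells.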
# Pf growth 48h: P. falciparum growth inhibition at 48 hours (one generation); P. falciparum luciferase growth in erythrocytes, 48 h; Potency, µM (top dose mostly 28.7 µM), inactives show at the highest dose activity change, negative = inhibition, hits mostly inhibitors; 5.9% of 310,000 active; further: potency means the concentration at half of the fitted maximal effect; on the % scale 0 is the no-effect control and ±100 the full control effect
#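 First compound was added to culture medium, then infected red cells at 0.1% parasitemia and 2% hematocrit (final). After incubation at 37 C under 5% CO2, luciferase detection reagent was dispensed and light output recorded.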
# Pf growth 96h: P. falciparum growth inhibition at 96 hours; P. falciparum luciferase reporter growth, 96 h; Potency, µM (series often up to 28.7 µM), for the others: at the highest dose activity change, negative = inhibition, most hits filed as inhibitors; 6.9% of 320,000 active; further: potency means the concentration at half of the fitted maximal effect; on the % scale 0 is the no-effect control and ±100 the full control effect
#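 Luminescence readout: decreased luciferase signal marks inhibited growth of reporter-expressing P. falciparum in infected red cells (2% hematocrit, 0.05% parasitemia final), exposed to compound two generations (96 h, 37 C, 5% CO2).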
# CHX counter: counter-screen hit for Shiga toxin inhibitors, cycloheximide; cell reporter, cycloheximide protein synthesis inhibition counterscreen; max response, %; 12% of 300,000 active; AID 2314; in the data active means max response mostly above about 13%, no sharp cut-off; inactive means mostly below about 14%; further: read at 38.3 µM for the half of the compounds with a filed dose; 0% is about no effect
# Shiga toxin inh: inhibitors of Shiga toxin in Vero cells | Vero cells, Shiga toxin protein synthesis inhibition reporter | inhibition, % at 38.7 µM | 9.2% of 290,000 active; in the data active means inhibition mostly above about 28%, no sharp cut-off; inactive means mostly below about 43%; further: 0% is about no effect
# TbPYK inhibitor: inhibitors of Trypanosoma brucei pyruvate kinase; Q57TT1; Potency, µM (series often up to 76.8 µM), inactives show top-dose activity, negative = inhibition, hits mostly inhibitors; TbPYK enzyme, Kinase-Glo Plus ATP luminescence, 45 min; 0.12% of 410,000 active; further: potency means the concentration at half of the fitted maximal effect; on the % scale 0 is the no-effect control and ±100 the full control effect; nearly all actives have a fitted effect of over 50% in size
#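 Activity of T. brucei pyruvate kinase was followed by Kinase-Glo Plus luminescence after the enzyme reacted 45 min at room temperature with 130 uM ADP (final) and substrate. Test compounds were added before ADP at multiple concentrations.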
# LmPK inhibitor: LmPK (Leishmania mexicana) enzyme inhibition; Q27686; purified LmPK, Kinase-Glo ATP luminescence, 1 h; Potency, µM (doses to about 57.5 µM), without a hit: top-dose activity change, negative = inhibition, hits mostly inhibitors; 0.37% of 290,000 active; further: potency means the concentration at half of the fitted maximal effect; on the % scale 0 is the no-effect control and ±100 the full control effect
# Target sequence (Q27686 whole entry, looked up): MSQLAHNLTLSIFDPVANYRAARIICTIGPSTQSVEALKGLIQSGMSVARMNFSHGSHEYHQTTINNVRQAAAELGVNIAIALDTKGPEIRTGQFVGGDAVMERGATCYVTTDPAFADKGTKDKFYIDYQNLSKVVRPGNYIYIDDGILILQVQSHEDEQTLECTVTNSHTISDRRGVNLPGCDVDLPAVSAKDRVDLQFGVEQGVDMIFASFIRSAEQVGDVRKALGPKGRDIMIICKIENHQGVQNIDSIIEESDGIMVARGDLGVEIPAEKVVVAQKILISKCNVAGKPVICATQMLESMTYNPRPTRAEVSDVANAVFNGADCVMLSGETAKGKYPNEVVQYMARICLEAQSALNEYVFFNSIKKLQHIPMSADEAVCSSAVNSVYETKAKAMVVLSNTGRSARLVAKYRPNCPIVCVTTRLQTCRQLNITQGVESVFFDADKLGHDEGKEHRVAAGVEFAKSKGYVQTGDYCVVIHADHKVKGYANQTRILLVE
#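 Screened at intermediate enzyme activity to detect both inhibitors and activators: LmPK at 0.1 nM, with a 0.5 nM enzyme column as activation reference. PEP 0.5 mM, ADP 0.1 mM; ATP detected by luminescence after 1 h.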
# Starred values were filed as active, the others as inactive; u = inconclusive; x = not tested or not shown; ! = repeats disagree; [ ] = dose if it differs, or a comment. Unless noted, the call rests on the fitted dose curve; in most records, active means well fitted curve in the direction sought with a large enough effect; inconclusive means small, poorly fitted or top-dose-only effect, or another doubt; inactive means no such curve, though single readings can be large; an effect the other way counts as inactive or inconclusive. Compounds as they come (roughly 22% active in at least one column).
SMILES,AmpC inh no detg,Pf growth 48h,Pf growth 96h,CHX counter,Shiga toxin inh,TbPYK inhibitor,LmPK inhibitor
O=C(C1=C[C@@H]2[C@H]3C(=O)N(c4ccc(Cl)cc4)C(=O)[C@H]3[C@@H](C(=O)c3ccc(Cl)cc3)N2C=C1)c1ccccc1,-52.9%,-16.1%,u,3.9,20.4,-14.0%,-3.1%
CN1CCN(c2ccc(C(=O)c3ccc(F)cc3)cc2)CC1,-10.5%,132.6%[activator],-0.2%,15.2,110.6*,-3.0%,1.2%
O=[N+]([O-])c1ccc(C(O)CN2CCN(Cc3ccccc3)CC2)cc1 (centres undefined),-12.2%,u,u,-1.0,-0.5,5.7%,-11.2%
COC(=O)c1cccnc1NC(=S)NC(C)C,-19.1%,2.4%,6.8%,3.9,-11.1,-4.6%,1.4%
CCCn1c(SCC(=O)Nc2c(C)cccc2C)nnc1C(C)C,4.3%,37.1%[activator],38.9%[activator],-2.0,14.1,-0.7%,0.5%
CCOC(=O)Cn1c(=O)oc2cc(S(=O)(=O)N3CCCc4ccccc43)ccc21,9.4%,x,-10.1%,-5.3,-15.6,-2.4%,3.6%
C/C(Cn1nc([N+](=O)[O-])cc1C)=N\NC(=O)COc1ccc(Cl)cc1Cl,22.2%,2.0%,-59.8%,-1.9,-3.3,-1.1%,5.5%
CC(=O)c1c(C)[nH]c(C(=O)N2CCc3ccccc32)c1C,-13.3%,4.0%,u,10.3,-9.5,-4.5%,5.4%
COC(=O)c1ccc(Oc2nc(NC(C)(C)C)nc(N3CCOCC3)n2)cc1,-13.8%,22.6%,64.8%[activator],7.7,-11.9,x,3.0%
COc1cc(OC)cc(C(=O)NNC(=O)CCc2ccccc2)c1,-7.0%,10.0%,u,7.2,-2.1,-0.3%,3.1%
CC(C)C[C@H](NC(=O)OC(C)(C)C)c1nnc(SCc2cccc(F)c2)o1,27.9%,u,10.4µM*,9.2,27.5*,-6.2%,3.7%
COc1ccc(OCCNC(=O)/C=C/c2ccc([N+](=O)[O-])cc2)cc1,-27.3%,-5.4%,u,-4.0,-14.0,-5.2%,2.6%

# Pulled one by one from the list above, two records:
SMILES,AmpC inh no detg,Pf growth 48h,Pf growth 96h,CHX counter,Shiga toxin inh,TbPYK inhibitor,LmPK inhibitor
COc1ccc(OCCNC(=O)/C=C/c2ccc([N+](=O)[O-])cc2)cc1,-27.3%,-5.4%,u,-4.0,-14.0,-5.2%,2.6%
CN1CCN(c2ccc(C(=O)c3ccc(F)cc3)cc2)CC1,-10.5%,132.6%[activator],-0.2%,15.2,110.6*,-3.0%,1.2%

# Next compounds.
SMILES,AmpC inh no detg,Pf growth 48h,Pf growth 96h,CHX counter,Shiga toxin inh,TbPYK inhibitor,LmPK inhibitor
O=C1[C@H]2[C@@H](c3ccc(F)cc3)N3C(=O)N(c4cccc(Br)c4)C(=O)[C@@]3(Cc3ccccc3)[C@H]2C(=O)N1C1CCCCC1,-0.6%,4.15µM*,u,x,x,-7.7%,x
CC1Cc2ccccc2N1S(=O)(=O)c1cccc(C(=O)NNC(=O)c2ccccc2F)c1 (centres undefined),-34.5%,-20.4%,u,x,x,0.0%,x
COC(=O)c1sc2nc(-c3ccccc3)c3c(c2c1N)CCCC3,-15.3%,-1.0%,3.9%,-2.6,-1.8,0.0%,0.6%
CC(C)N1CCC(N2CCN(Cc3ccc(-c4ccc(Cl)cc4)o3)CC2CCO)CC1 (centres undefined),44.0%,2.33µM*,u,1.8,7.2,-10.0%,5.2%
Cn1c(SCc2n[nH]c(=S)n2-c2ccccc2)nnc1-c1ccccc1,-21.7%,-8.7%,-25.4%,-0.7,9.2,u,-14.5%
Cc1ccc2oc(C(=O)NCCC3CCCCO3)c(C)c2c1 (centres undefined),92.5%[activator],178.2%[activator],u,26.4*,63.0*,-13.0%,-3.3%
COc1ccc(N2CC(NC(=O)N(C)CCC#N)CC2=O)cc1 (centres undefined),4.4%,31.9%[activator],-26.5%,2.6,-5.0,-0.6%,11.6%
CCn1c(COc2ccc(=O)n(-c3ccccc3)n2)nnc1SCc1ccc(C)cc1,94.3%[activator],u,u,-3.7,-6.0,-1.6%,-1.3%
CC(Oc1ccc2c(c1)oc(=O)c1ccccc12)C(=O)NCC1CCC(C(=O)O)CC1 (centres undefined),-18.5%,23.4%,u,-1.0,15.4,2.1%,-5.3%
Nc1oc2ccccc2c(=O)c1C=O,-10.8%,18.9%,53.2%[activator],3.3,1.3,-2.7%,2.2%
CCOc1nc(C)cc(C)c1S(=O)(=O)c1ccc(Cl)cc1,2.0%,-22.1%,-18.1%,9.5,-4.7,2.9%,4.4%
Cc1noc(C)c1COc1cccc(C(=O)NC(C)(C)C)c1,-6.9%,0.0%,15.6%,-1.4,-10.7,11.1%,5.8%
CN(CC(=O)Nc1ccc(N2CCOCC2)cc1)C(=O)C1CCCC1,-25.9%[11.4 µM],25.8%,-2.1%,6.8,-3.8,-0.2%,1.1%
Cn1c2cc(Br)sc2c2cnn(Cc3ccc(F)cc3)c(=O)c21,-11.1%,u,13.9%,x,x,x,x
Nc1cccc(Nc2ccccc2)c1,-23.2%,22.5%,u,6.2,5.5,2.4%,4.9%
O=C(OCCN1C(=O)c2ccccc2C1=O)c1cc2ccccc2o1,-15.1%,35.4%[activator],28.2%[5.75 µM],0.7,7.6,-4.4%,-2.0%
Cc1cccc(NC(=O)/C(C#N)=C/c2ccc(Cl)cc2)n1,-21.9%,0.9%,26.9%,1.2,12.5,-2.5%,-3.5%
CCOC(=O)CSc1nnc(NC(=O)c2cccc(S(=O)(=O)N3CCCCC3)c2)s1,-19.6%,-13.3%,x,-1.1,20.2,-10.0%,-16.0%
N#CCc1nc(CSc2nc3ccccc3s2)cs1,-32.8%,47.0%[activator],u,58.3*,87.2*,-3.0%,-2.9%
CCCCCNC(=O)Cc1cc(=O)[nH]c(=O)[nH]1,50.1µM*,4.0%,22.3%,-2.8,-1.7,-5.1%,-2.6%
CCCCCCNC(=O)Cc1ccc(Br)cc1,-4.1%,44.1%[activator],9.0%,12.3,33.1,5.4%,8.3%
Cc1ccc2cc(C3CC(c4ccco4)=NN3S(=O)(=O)c3ccccc3)c(Cl)nc2c1 (centres undefined),1.0%,0.0%,0.0%,15.1,-4.0,0.7%,0.6%
COc1ccc(/C=N/NS(=O)(=O)c2ccc(F)cc2)cc1COc1cc(F)ccc1[N+](=O)[O-],-31.5%,u,u,-1.7,16.9,-13.5%,1.9%
CCOC(=O)N1CCN(C(=O)Cc2ccc(C)cc2)CC1,-8.9%,32.8%[activator],x,-1.1,-1.4,3.1%,-3.8%

# 5 compounds from above with just Pf growth 48h.
Molecule | Pf growth 48h
CCOC(=O)N1CCN(C(=O)Cc2ccc(C)cc2)CC1 | 32.8%[activator]
COc1ccc(/C=N/NS(=O)(=O)c2ccc(F)cc2)cc1COc1cc(F)ccc1[N+](=O)[O-] | u
CCOC(=O)CSc1nnc(NC(=O)c2cccc(S(=O)(=O)N3CCCCC3)c2)s1 | -13.3%
CN(CC(=O)Nc1ccc(N2CCOCC2)cc1)C(=O)C1CCCC1 | 25.8%
Cn1c2cc(Br)sc2c2cnn(Cc3ccc(F)cc3)c(=O)c21 | u

# Further records follow:
SMILES,AmpC inh no detg,Pf growth 48h,Pf growth 96h,CHX counter,Shiga toxin inh,TbPYK inhibitor,LmPK inhibitor
O=C(CCc1nc2ccccc2c(=O)[nH]1)OCC(=O)c1cccc(Cl)c1,-17.2%,1.0%,51.6%[activator],-1.2,-11.3,-11.2%,5.1%
COc1cccc(NC(=O)C2CCCN(c3ncnc4c3nc3n4CCCCC3)C2)c1 (centres undefined),99.8%[activator],u,8.28µM*,9.3,-3.8,2.4%,9.0%
CC1(C)C(=O)NCCN1C(=O)CSc1nccc(-c2ccc(Br)cc2)n1,30.1%,-8.4%,24.2%,-4.0,16.3,-0.1%,3.8%
O=C(Nc1nccs1)c1cccnc1,-16.5%,45.4%[activator],u,1.8,-11.4,-3.9%,-1.2%
O=C(NCCSCc1ccccc1)c1cc(S(=O)(=O)N2CCOCC2)ccc1F,37.0%,-7.8%,0.0%,3.0,-16.9,-10.7%,3.1%
Cc1ccc(-c2cc(=O)c3cc(C)ccc3[nH]2)cc1,-32.1%,-6.1%,u,43.0*!,59.4*!,1.3%,-5.4%
COc1ccc(C(C)(C)C)cc1NC(=O)C1CC=CCC1C(=O)O (centres undefined),-17.8%,40.2%[activator],-2.4%,-2.5,8.6,8.3%,2.3%
NS(=O)(=O)c1ccc(CCNC(=O)COC(=O)C2CCC2)cc1,5.5%,3.9%,u,-4.5,-3.2,-3.3%,-3.9%
O=S(=O)(Nc1ccc(N2CCCCC2)cc1)c1cccs1,-55.2%,21.5%,x,41.2*,59.8*,-17.7%,-0.1%
CN1c2ccc([N+](=O)[O-])cc2N(C)C1(C)c1ccccc1 (centres undefined),-39.1%,11.7µM*,x,-1.7,-8.7,-20.7%,-6.0%
O=C(NC1CCCCC1)c1cc(C(=O)c2ccccc2Br)c[nH]1,-42.0%,-8.6%,u,0.8,-12.7,-1.0%,5.8%
O=C(O)c1ccc(N=NN2CCCC2)cc1,-14.7%,31.2%[activator],-27.3%,12.5,-5.6,-1.5%,4.9%
CC(NC(=O)c1ccc(Cl)s1)C1CCCO1 (centres undefined),-3.1%,-10.6%,x,-4.1,-15.3,-10.0%,0.9%
CCOC(=O)C1CCCN(C(=O)c2ccc3nc(-c4ccc(OC)c(OC)c4)c(-c4ccc(OC)c(OC)c4)nc3c2)C1 (centres undefined),210.4%[activator],u,35.6%[activator],-3.3,-1.7,-16.1%,-1.3%
CC(C)OC(=O)CSc1nnc2c(n1)[nH]c1ccc(F)cc12,-4.2%[11.4 µM],5.86µM*,13.1µM*,-2.4,-13.5,-1.4%,-0.7%
O=C(O)c1cc(N/N=C/c2ccc(N3CCOCC3)cc2)ccc1Cl,u,202.5%[activator],389.8%[activator],59.4*,136.9*,-5.1%,2.3%
O=C(Nc1sc2c(c1C(=O)O)CCCC2)c1ccc(F)cc1,-31.9%,40.1%[activator],u,33.5*,48.6*,9.6%,-2.0%
CC(=O)Nc1ccc(C(=O)N/N=C/C2CC3C=CC2C3)cc1 (centres undefined),-30.0%,17.5%,u,11.7,-2.3,-6.2%,-0.4%
Cc1cc(=O)oc(C)c1C(=O)N1CCc2c([nH]c3ccccc23)C1C(C)C (centres undefined),28.8%,x,11.7µM*,-3.5,-9.3,1.5%,6.2%
O=C(N/N=C/c1ccccn1)c1ccc(NC(=O)c2ccccc2Cl)cc1,-51.7%,-24.5%,-13.4%,0.9,5.8,-5.5%,-0.9%
O=C(Cn1cc2c(n1)CCCC2)N1CCCC1,-21.6%,x,33.2%[activator],-4.3,-15.9,2.9%,0.5%
O=C1COc2ccc(C(=O)COC(=O)Cc3ccc(F)cc3)cc2N1,-3.8%,0.3%,10.6%,x,x,1.6%,x
CCOc1ccc(N(C(C)C(=O)N/N=C(\C)c2cccc(NC(=O)c3ccccc3)c2)S(C)(=O)=O)cc1 (centres undefined),16.5%,u,u,-3.9,36.6,8.6%,2.1%
Cc1ccc(OCC(=O)Nc2ccc3c(c2)OCO3)cc1C,-14.2%,19.4%,u,25.4*,28.9*,4.0%,-7.6%

# Screening results from PubChem.
